HIV fusion peptide: cell-free HIV fusion peptide-binding blockers – biochemical, uHTS, fluorescence dequenching, primary screen (AID 1986) | 290,000 compounds, 0.3% hits | cell-free peptide binding, fluorescence dequenching, 30 min; higher % means a stronger effect | inhibition, % at 20 µM; hits with a dose series show IC50 in µM; in the data active means inhibition mostly above about 52%, no sharp cut-off; inactive means mostly below about 76%; further: some results filed as inactive read as strong as hits
NS5 inhibitors: flavivirus cap methylation enzyme inhibition – biochemical, confirmation dose response, primary screen (AID 588689). Dengue-2 NS5 methyltransferase capping enzyme assay, biochemical; higher % means a stronger effect. 340,000 compounds, 0.3% hits. one-dose inhibition, % at 25 µM; IC50 in µM for titrated hits; in the data active means a potency from the dose series
GPR35 arrestin U2OS: inhibition of zaprinast-stimulated GPR35 beta-arrestin translocation – imaging, U2OS, beta-arrestin-GFP, zaprinast agonist, primary screen (AID 2058). U2OS GPR35 beta-arrestin-GFP translocation imaging, zaprinast antagonism; higher % means a stronger effect. one-dose inhibition, % at 10 µM; IC50 in µM for titrated hits. 290,000 compounds, 0.052% hits;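 active means inhibition of at least 50% with at least 30 cells and total cytoplasm GFP at most 10,000,000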
GPR55 beta-arrestin: selective activators of receptor GPR55 – imaging, U2OS cells, beta-arrestin-GFP redistribution, primary screen (AID 1961); U2OS GPR55 beta-arrestin-GFP redistribution imaging; higher % means a stronger effect; activation, % at 10 µM; hits with a dose series show EC50 in µM; 290,000 compounds, 0.048% hits;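 active means activation above 40% with more than 50 cells counted in the well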;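 further: U2OS osteosarcoma cells stably expressing GPR55 and beta-arrestin-GFP; plate controls were DMSO negative control for no effect and LPI positive control for full effect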
Siah-1 displacement: blockers of Siah-1 interaction with plectin peptide – biochemical, fluorescence polarization, rhodamine-plectin, uHTS, primary screen (AID 1817). 290,000 compounds, 0.02% hits. displacement, % at 20 µM; hits with a dose series show IC50 in µM. Siah-1 / rhodamine-plectin peptide fluorescence polarization; higher % means a stronger effect;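 active means displacement of at least 50% at 20 µM, with a fluorescence ratio check between 0.3 and a set limit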;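 further: plate controls were Siah plus tracer with DMSO for no effect and tracer alone without Siah for full effect; strong numbers were not always called active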
AID2073: disruptors of CaV2.2 binding to Mint1 – biochemical, HTRF (AID 2073); HTRF protein-protein interaction, Mint1-CaV2.2; higher % means a stronger effect; inhibition, % at 20 µM, or IC50 in µM where a hit was titrated; 290,000 compounds, 0.19% hits; in the data active means inhibition mostly above about 51%, no sharp cut-off; further: some results filed as inactive read as strong as hits
NTR1 agonist: NTR1-driven beta-arrestin-GFP spot formation – imaging, U2OS cells, high content, primary screen (AID 493036); P30989; agonist mode; activation, % at 20 µM; 330,000 compounds, 0.17% hits;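 active means activation at or above 40% of the spot to cytoplasm intensity ratio, with at least 20 cells analyzed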;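 further: 0% = DMSO without peptide and 100% = 100 nM NTR1 peptide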
Target sequence (P30989 whole entry, looked up): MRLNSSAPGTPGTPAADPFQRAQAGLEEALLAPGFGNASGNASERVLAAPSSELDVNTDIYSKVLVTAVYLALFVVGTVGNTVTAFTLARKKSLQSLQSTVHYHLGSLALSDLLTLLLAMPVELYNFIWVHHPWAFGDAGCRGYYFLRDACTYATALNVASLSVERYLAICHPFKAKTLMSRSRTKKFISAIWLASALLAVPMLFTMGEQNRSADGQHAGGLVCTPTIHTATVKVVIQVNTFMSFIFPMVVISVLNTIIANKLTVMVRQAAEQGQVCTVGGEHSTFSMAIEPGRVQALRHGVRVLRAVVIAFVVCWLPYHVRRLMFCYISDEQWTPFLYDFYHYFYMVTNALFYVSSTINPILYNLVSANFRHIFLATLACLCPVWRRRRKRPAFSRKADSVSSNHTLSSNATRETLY
K1F lysis inhibition: inhibition of K1F phage lysis, E. coli UTI89, bacterial capsule biogenesis inhibitors, alamar blue (AID 488966); one-dose inhibition, % at 100 µM; IC50 in µM for titrated hits; E. coli UTI89 K1F phage lysis, alamar blue, 2 h; higher % means a stronger effect; 340,000 compounds, 0.02% hits;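 active means phage lysis inhibition, versus mean bacterial control, above a set limit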;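 further: capsule biogenesis inhibitors block K1F phage lysis so surviving cells raise fluorescence; higher fluorescence means more inhibition of phage lysis; actives were called in the ten point dose series up to 300 µM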
GPR55 antagonists: GPR55 antagonists blocking LPI-driven arrestin recruitment, primary screen, imaging, U2OS, beta-arrestin-GFP, LPI agonist (AID 2013); U2OS GPR55 beta-arrestin-GFP translocation imaging, LPI antagonism; higher % means a stronger effect; one-dose inhibition, % at 10 µM; IC50 in µM for titrated hits; 290,000 compounds, 0.13% hits;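 active means spots per cell inhibited over 60%, with over 100 cells counted and total cytoplasm intensity under 500,000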;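 further: U2OS cells stably carrying GPR55 and arrestin-GFP stimulated by 5 µM LPI near EC80; imaged beta-arrestin-GFP aggregate spots per cell after agonist stimulation; plate controls were LPI-stimulated DMSO wells for no effect and DMSO wells without LPI for full effect; some results filed as inactive read as strong as hits; confirmed hits need IC50 under 10 µM and bright autofluorescent wells are also inconclusive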
NTR1 agonist cell count 20 µM: also measured in NTR1 agonist; calls as there; cell count; measured here: cell count, cytotoxicity flag
NS5 inhibitors pilot replicate: further read-out of NS5 inhibitors, marked with its call; inhibition, %; measured here: pilot screen replicate inhibition
Active calls of the source: *; i = inactive; . = no result given; [ ] = dose if it differs, or a comment.

SMILES	HIV fusion peptide	NS5 inhibitors	GPR35 arrestin U2OS	GPR55 beta-arrestin	Siah-1 displacement	AID2073	NTR1 agonist	NTR1 agonist cell count 20 µM	K1F lysis inhibition	GPR55 antagonists	others
Cc1csc2nc(CNC(=O)C3CC=CCC3C(=O)O)cn12 (configuration not stated)	-1.9%	-2.8%	3.2%	-0.3%	10.1%	-8.7%	1.9	85	-1.1%	8.2%
CC(O)CNc1nc2c(c(=O)n(C)c(=O)n2C)n1CCc1ccccc1 (configuration not stated)	-0.4%	-5.4%	0.5%	-0.2%	7.1%	2.3%	0.8	25	1.5%	8.2%
CSC1=C(C#N)C(c2ccccc2Cl)C(C(=O)c2cccs2)C(O)(C(F)(F)F)N1 (configuration not stated)	1.1%	4.7%	-17.7%	-0.4%	1.5%	0.3%	0.3	66	3.1%	-24.2%
Cc1cc2c(OCC(O)CNC(C)(C)C)cccc2[nH]1 (configuration not stated)	-1.4%	0.0%	-7.8%	-0.2%	-0.8%	-3.6%	-0.9	47	0.2%	13.7%
COc1ccc(CCn2c(=N)c(C(=O)N3CCN(C)CC3)cc3c(=O)n4ccccc4nc32)cc1	-2.0%	0.0%	-10.1%	-0.2%	0.3%	6.0%	1.6	43	0.4%	3.1%
CCC(C(=O)Nc1cc(C(=O)O)ccc1C)c1ccccc1 (configuration not stated)	0.4%	-3.9%	-4.2%	0.1%	6.0%	9.3%	3.5	30	0.4%	4.3%
COc1ccccc1CN1CC(C(=O)NC2CCCCC2)CC1=O (configuration not stated)	-0.2%	-0.7%	9.1%	-2.3%	-1.9%	-4.9%	1.3	36	0.1%	15.0%
Cc1csc(NC(=O)CSc2nnc(NC(=O)COc3ccc(Cl)cc3)s2)n1	3.3%	7.7%	-0.7%	0.1%	-0.3%	7.6%	-2.4	60	1.1%[50 µM]	-3.8%
O=C(NCCO)c1cc2c([nH]c3ccccc32)c(-c2ccccc2)n1	0.7%	-6.5%	1.4%	-0.1%	-5.3%	17.2%	0.4	48	-0.1%	-8.4%
Cc1cc(Cl)c(C(=O)Nc2cccc(C(F)(F)F)c2)c(C)n1	0.9%	-1.6%	8.5%	-0.1%	4.9%	0.2%	-0.1	55	8.1%	6.5%
O=C(CCl)N(c1ccccc1)c1c[nH]c2ccccc12	2.7%	-18.6%	14.6%	-0.3%	9.1%	-12.8%	2.4	59	0.1%	31.8%
COc1ccc(Nc2nc(NCc3ccco3)nc(N)c2[N+](=O)[O-])cc1	-1.0%	.	7.0%	0.2%	8.8%	14.2%	1.3	45	.	12.6%
Cc1cc(=O)[nH]c2c1c(C)nn2C1CCCCC1	0.5%	-2.0%	0.2%	0.0%	5.5%	16.6%	0.7	40	4.5%	-7.0%
COc1ccc(-c2cc(C(=O)Nc3c(C)nn(Cc4ccccc4Cl)c3C)no2)cc1OC	0.1%	-3.5%	7.0%	-0.1%	-1.4%	12.2%	3.0	72	6.0%	2.1%
O=C(c1ccco1)N1CCN=C1SCc1ccccc1F	-0.9%	-1.5%	6.3%	0.3%	-1.8%	-4.9%	2.7	49	6.5%	-5.1%
O=c1[nH]nc(N/N=C/c2ccccc2OC(F)F)c(=O)[nH]1	1.2%	6.9%	5.5%	0.3%	12.3%	10.2%	0.5	54	0.1%	4.2%
COc1cccc(CNc2ccc(C)c(Cl)c2)c1	-0.6%	-2.6%	0.8%	-0.1%	-3.5%	-8.7%	-2.2	79	0.5%	-1.1%
O=C1CC(c2cccc(Cl)c2)Cc2nc(N3CCN(c4ccccc4)CC3)ncc21 (configuration not stated)	-2.2%	-0.7%	-11.7%	-0.1%	7.3%	39.3%	2.5	57	0.3%	3.6%
COC(=O)c1cccc(C(=O)Nc2ccc(F)cc2)n1	-1.8%	0.3%	-6.1%	0.2%	9.5%	-7.9%	1.3	45	1.1%	1.7%
CC(C)c1cc(C(=O)O)on1	1.9%	-10.6%	-0.4%	0.3%	3.8%	-3.5%	0.0	86	0.1%	8.2%
Cc1ccc(-n2c(-c3ccncc3)nnc2-c2ccco2)cc1	-0.7%	-9.7%	0.0%	-0.2%	-1.7%	13.5%	0.9	84	-0.2%	8.8%
O=C(Cn1c(=O)oc2ccccc21)N1CCCC1	0.6%	-3.9%	-1.1%	0.3%	-3.7%	8.8%	-1.1	94	0.6%	-1.8%
O=C(Nc1cccc2c1C(=O)NC2=O)c1cccc(N2C(=O)CCC2=O)c1	-0.9%	-5.4%	-7.8%	-0.1%	3.1%	7.3%	0.4	38	0.2%	1.2%
O=C(NC(=S)Nc1ccc(NC(=O)c2cccs2)cc1)c1ccc([N+](=O)[O-])cc1	-2.2%	1.3%	-1.1%	-0.2%	-0.2%	3.7%	1.2	91	0.2%	4.6%
CCN(CC)C(=S)SCC(=O)Nc1ccc(F)cc1	-3.0%	-5.6%	3.7%	1.3%	-3.6%	-4.4%	-2.0	79	4.4%	-1.6%
CCCn1nnnc1SCC(=O)NCc1ccc(OC)cc1	-0.2%	-16.0%	-3.6%	-0.1%	-3.0%	-6.2%	-0.5	72	4.4%	3.9%
COC(=O)c1ccc(/C=C2\SC(=S)N(CCCC(=O)NCCCN3CCOCC3)C2=O)cc1	1.4%	-8.3%	0.6%	-0.1%	2.3%	-8.4%	-1.5	50	-0.4%	-4.8%
O=C(O)c1ccc(N2CCOCC2)c(N2C(=O)C3C4C=CC(C4)C3C2=O)c1 (configuration not stated)	-1.1%	-0.7%	-17.3%	0.5%	-2.6%	10.5%	0.1	92	i	1.6%
COc1ccc(CCNC(=O)c2cc(COc3c(F)cccc3F)on2)c(OC)c1	-0.6%	-0.3%	1.3%	-0.1%	5.6%	-9.7%	1.4	55	0.1%	0.0%
Cn1c(SCC(=O)Nc2ccc(N3CCOCC3)cc2)nnc1-c1ccccc1F	-0.1%	-7.4%	-15.8%	0.0%	-1.4%	-3.2%	0.3	56	0.2%	10.7%
CCOc1ccc2nc(N(CCN(C)C)C(=O)/C=C/c3cccs3)sc2c1	-0.5%	-11.3%	0.7%	0.2%	10.7%	11.0%	0.8	72	0.1%	14.6%
CC(C)C1Cc2[nH]c(=O)c(C(=O)O)cc2CO1 (configuration not stated)	-0.3%	-2.4%	-3.1%	0.2%	-6.5%	-5.6%	2.0	51	-0.5%	2.5%
CC(C)(C)NC(=O)CSc1nnc(-c2c[nH]c3ccccc23)o1	-1.4%	-2.6%	-7.8%	-0.1%	-6.2%	12.1%	0.8	75	0.1%	2.5%	NS5 inhibitors pilot replicate=-1.5
COc1ccccc1C(=O)NCCC(=O)NCC(C)(C)N1CCOCC1	1.4%	-3.2%	4.1%	0.7%	3.0%	5.6%	-0.4	71	0.0%	19.7%
S=C(NCc1ccccn1)Nc1ccc(Cl)c(Cl)c1	-1.0%	-8.2%	2.9%	-0.1%	-1.6%	-17.2%	-0.2	79	-0.1%	17.0%
CCOC(=O)N1CCC(N(CCOC)C(=S)Nc2cccc(SC)c2)CC1	0.9%	-3.0%	-10.5%	1.4%	-1.3%	-12.9%	2.9	59	0.1%	32.1%
O=[N+]([O-])c1ccccc1NCCNS(=O)(=O)c1ccc(Cl)cc1	-2.0%	-9.0%	12.6%	-0.3%	4.2%	-0.7%	1.2	70	1.4%[50 µM]	-5.7%
O=C(CSc1nc2c(c(=O)n1-c1ccc(F)cc1)SCC2)NCC1CCCO1 (configuration not stated)	1.8%	0.0%	15.6%	-0.1%	1.0%	35.0%	0.3	51	-0.1%	-11.0%
COc1cccc(CN(C)C(=O)CNC(=O)c2ccc(-c3ccccc3)cc2)c1OC	-1.5%	-7.3%	-2.0%	-0.1%	6.5%	6.9%	2.5	53	1.1%	-3.2%
O=c1ccc2[n+]([O-])c3ccc(O)cc3oc-2c1	40.1%	1.61µM*	-3.1%	0.4%	109.1%	20.0%	.	.	6.1%	0.5%
CCc1nn(CCCC(=O)NCc2ccco2)c(=O)c2cc3occc3n12	-1.1%	-5.3%	0.2%	-0.1%	13.6%	-2.0%	1.6	69	0.1%	18.9%
O=C(COC(=O)c1ccc2c(c1)OCO2)Nc1ccccc1	-2.1%	-3.7%	-1.4%	-0.5%	4.3%	-7.0%	-0.5	70	0.2%	9.3%
COc1ccc2nc(NC(=O)c3cccc(S(=O)(=O)N4CCOCC4)c3)sc2c1	-2.5%	4.8%	9.1%	-0.3%	-4.7%	7.6%	-1.3	42	-3.0%	-15.0%
COc1cc(/C=N/n2c(-c3ccc4c(c3)NC(=O)CO4)csc2=Nc2cccc(C)c2)ccc1O	2.1%	-6.2%	-12.9%	-0.1%	-8.7%	-7.3%	10.8	65	4.8%	9.4%
Cc1cc(Cl)ccc1NC(=O)CCC(=O)O	-0.2%	-7.7%	-3.4%	-0.1%	6.3%	3.9%	-0.2	42	3.4%	6.8%
CC(Sc1nc2cc(Cl)ccc2s1)C(=O)Nc1cccc(S(=O)(=O)N2CCOCC2)c1 (configuration not stated)	3.4%	-9.1%	1.0%	0.961µM*	5.1%	7.7%	6.1	50	1.9%[50 µM]	11.2%
O=C(/C=C/c1ccccc1)NC(NC(=S)Nc1cccc(O)c1)C(Cl)(Cl)Cl (configuration not stated)	4.0%	-11.7%	16.8%	-0.2%	-3.6%	-9.1%	5.1	78	-3.4%[50 µM]	-7.3%
CCOc1ccc(Br)cc1/C=N/NC(=O)c1ccncc1	-1.0%	-6.2%	8.4%	-0.2%	3.1%	-2.7%	1.0	57	0.8%	-16.8%
N#Cc1c(NC(=O)C2CC2)sc2c1CCCCC2	19.5%	-0.7%	-2.5%	-0.1%	6.5%	-19.3%	9.1	58	0.2%	13.7%
COC(=O)c1c(F)c(F)c(N2CCOCC2)c(F)c1F	-1.6%	4.1%	-16.6%	-0.1%	5.4%	-4.6%	0.2	67	3.7%	0.9%
COc1cccc(CNC(=O)C2CCN(S(=O)(=O)c3ccc(-n4cnnn4)cc3)CC2)c1	-0.3%	10.7%	8.1%	0.0%	-7.7%	2.5%	-1.7	61	0.0%	2.9%
CC1(C)COC2(OC1)C(=O)N(CN1CCOCC1)c1ccccc12	0.6%	.	28.8%	0.5%	9.8%	-1.6%	0.9	37	0.1%	-6.2%

From PubChem BioAssay
